Compound activity (PubChem)
MCF10A rereplic: DNA re-replication induction in MCF 10a cells; MCF 10A DNA re-replication, Hoechst nuclear intensity, 48 h; 2.9% of 350,000 active; Potency, µM (top dose mostly 46.1 µM), for inactives: at the top dose activity, positive = re-replication, most hits filed as activators; note: potency is the fitted concentration of half-maximal effect; % of control where 0% means no effect; nearly all actives have a fitted effect of over 50% in size
A549 viability: A549 cytotoxicity, counter-screen for Nrf2 inhibitors. A549 ARE-Fluc cells, CellTiter-Fluor viability, 18-24 h. Potency, µM (highest dose often 46 µM), inactives show top-dose activity change, negative = cytotoxicity, actives largely listed as inhibitors. 0.16% of 390,000 active; note: potency is the fitted concentration of half-maximal effect; % is set by controls: 0 for no effect and ±100 for the full control effect
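A549 ARE_Fluc cells in 5% FBS OPTI-MEM were exposed to compounds in concentration-response for 18-24 h at 37 deg C. Viability was read by CellTiter-Fluor fluorescence (Ex 405/Em 525) after 30 min, before the luciferase read.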
ATXN2 expr inh: ATXN2 expression inhibition. HEK-293 ATXN2-luciferase reporter, luminescence, 24 h. Potency, µM (highest dose often 57 µM), inactives show at the top dose activity change, negative = inhibition, usual class: inhibitors. 0.72% of 360,000 active. AID 1745845; note: potency is the fitted concentration of half-maximal effect; % is set by controls: 0 for no effect and ±100 for the full control effect; nearly all actives have a fitted effect of over 55% in size
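qHTS (up to 57 uM final) was run with 24 h compound exposure of reporter cells at 37 °C. Each well was multiplexed: SteadyGlo luminescence measured ATXN2-luciferase expression after a fluorogenic Gly-Phe-AFC viability readout (25 uM final).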
Nrf2 block: blocks Nrf2 signaling; A549 ARE-Fluc reporter, luciferase luminescence, 18-24 h; Potency, µM (top dose mostly 46 µM), for inactives: at the top dose activity change, negative = inhibition, hits mostly inhibitors; 2.1% of 360,000 active; note: potency is the fitted concentration of half-maximal effect; % is set by controls: 0 for no effect and ±100 for the full control effect; nearly all actives have a fitted effect of over 60% in size
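Quantitative HTS in A549 cells stably bearing an antioxidant response element-firefly luciferase construct. Inhibition of Nrf2-driven transcription was scored by luminescence after 18-24 h of compound exposure at 37 °C.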
Nrf2 ARE act: activators of Nrf2 (ARE) signaling; AREc32 ARE-luciferase reporter (MCF7-derived line), luminescence, 24 h; Potency, µM (highest dose often 46.1 µM), for the others: at the top dose activation, hits mostly activators; 0.31% of 410,000 active; AID 624171; note: potency is the fitted concentration of half-maximal effect; % of control where 0% means no effect; nearly all actives have a fitted effect of over 65% in size
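For detection, Steady-Glo was added and plates sat 30 min at RT; before that, AREc32_Fluc cells grown overnight in OPTI-MEM/5% FBS had been treated with 23 nL compound for 24 hr at 37 deg C.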
ATXN viability: cell viability loss in ATXN counter-screen. 0.49% of 400,000 active. S2 cells (HEK-293 line with an ATXN2-luciferase reporter) viability, CellTiter-Fluor protease fluorescence, 24 h. Potency, µM (top dose mostly 56.7 µM), hits mostly cytotoxic; note: potency is the fitted concentration of half-maximal effect; nearly all actives have a fitted effect of over 40% in size
TGFb inhibitor: blocks TGF-b signaling; HepG2 CAGA-GFP TGF-b/SMAD3 reporter, GFP fluorescence, 18 h; TGF-beta stimulated, 500 pg/mL final; Potency, µM (highest dose often 46.1 µM), for inactives: top-dose activity, negative = inhibition, usual class: inhibitors; 1.2% of 410,000 active; note: potency is the fitted concentration of half-maximal effect; % is set by controls: 0 for no effect and ±100 for the full control effect; nearly all actives have a fitted effect of over 65% in size
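HEPG2 CAGA-GFP reporter cells (1000/well, DMEM with 1% FBS) received compounds, then recombinant TGF-beta at 500 pg/mL final for 18 hours at 37 degrees C. Per-cell GFP summed per well was normalised to unstimulated and stimulated DMSO controls before curve fitting.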
HepG2 tox: counter-screen for TGF-b inhibitors: cytotoxicity in HepG2 cells. 0.76% of 410,000 active. HepG2 CAGA-GFP viability, ATP luminescence, 18 h. Potency, µM (titrated, usually from 46.1 µM), for inactives: top-dose activity change, negative = cytotoxicity, hits mostly cytotoxic; note: potency is the fitted concentration of half-maximal effect; some results filed as inactive show a strong effect at the top dose
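CellTiter-Glo luminescence gave cytotoxicity after 18 hours at 37 degrees C. The cells were HepG2 CAGA-GFP in 1% FBS DMEM, stimulated with 500 pg/mL TGF-beta after compound addition. %Activity was normalised to no-cell wells (complete cell-killing) and DMSO (no toxicity), and curves were fitted and classified.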
IL1B secr inh: blocks inflammasome-driven IL-1 beta release; THP-1 LPS/ATP IL-1B secretion, AlphaLISA, 16 h; hits give low values; activity change, % at 57.5 µM; 4.7% of 360,000 active; AID 743279; in the data active = activity change below about -50%; inconclusive = mostly about -30% to -49%; note: % is set by controls: 0 for no effect and ±100 for the full control effect
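Secreted IL-1B measured by AlphaLISA bead assay after 16 h compound exposure of THP-1 cells; compounds (final up to 57.5 uM) added 1 h before LPS (250 ng/mL) and ATP (1.25 mM) stimulation; lower signal means less secretion.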
Numbers without * were called inactive; i = inactive; u = inconclusive; x = no result given; [ ] = another dose, or the depositor's remark. Unless noted, calls come from the whole dose curve; as a rule, active = well fitted curve in the direction sought with a large enough effect; inconclusive = small, poorly fitted or top-dose-only effect, or another doubt; inactive = no such curve, though single readings can be large; an effect the other way counts as inactive or inconclusive.

SMILES | MCF10A rereplic | A549 viability | ATXN2 expr inh | Nrf2 block | Nrf2 ARE act | ATXN viability | TGFb inhibitor | HepG2 tox | IL1B secr inh
O=C(CNS(=O)(=O)c1cccc(Br)c1)NCC1CCCCC1 | 29.5% | 5.4% | 1.1% | 3.3% | -0.1% | i | 5.3% | 6.1% | 37.4
CCOC(=O)C(C)n1cnc2c(nnn2-c2cccc(Cl)c2)c1=O (stereo not given) | 8.6% | 17.1% | 2.6% | -19.7% | -0.7% | i | 5.3% | -17.5% | -15.6
Nc1ccc2nc(CCCO)[nH]c2c1 | -2.5% | -1.7% | x | -6.4% | 0.4% | i | -3.2% | 2.6% | 3.9
CC(C=NNC(=O)C(=O)NN=CC(C)=Cc1ccccc1)=Cc1ccccc1 | 18.7% | 0.8% | -6.3% | u | 2.3% | i | 21.4% | 3.6% | 15.3
CC(C)(C)c1ccc(S(=O)(=O)NCc2ccccn2)cc1 | 6.1% | 6.7% | 23.8% | 8.4% | -0.2% | i | 1.9% | 9.0% | -4.9
COc1ccc(C)cc1NC(=O)C(Sc1nnc(-c2cccs2)o1)c1ccccc1 (stereo not given) | u | -4.1% | 4.6% | 9.6% | 2.8% | i | 0.8% | -7.5% | 24.5
CN(c1c[nH]c(=O)[nH]c1=O)C1CCCCC1 | 0.0% | 0.5% | -9.0% | 9.8% | 0.2% | i | u | 1.8% | -3.0
Cc1cc(-c2nnc(CCC(=O)N(CC3CC3)CC3CCCO3)o2)no1 (stereo not given) | 1.2% | 0.5% | 18.1% | 2.9% | -0.8% | i | -3.0% | 8.8% | -15.2
Nc1nonc1-c1nc2ccccc2n1CC(=O)N/N=C/c1ccc(-c2cccc(C(=O)O)c2)o1 | -0.6% | -1.9% | -1.0% | -7.6% | 0.1% | i | -4.5% | 9.6% | 9.8
CCN1C(C(=O)c2ccccc2)=C(OC(=O)c2ccc(Cl)cc2)c2ccccc2S1(=O)=O | x | u | x | 20.6µM* | -0.9% | x | 11.2µM* | -57.1% | x
O=C(Nc1cccc2c1CCCC2)C1CCN(c2nnnn2-c2ccccc2)CC1 | 70.7%[0.0737 µM] | -10.9% | -5.9% | u | 0.5% | i | -9.4% | -2.4% | 13.1
COc1ccc2cc(-c3ccon3)ccc2c1 | 7.9% | 2.6% | 41.3%[activator] | u | 3.4% | i | 0.0% | 2.9% | -5.6
CC(=O)N1C[C@H]2CON(C)[C@H]2C[C@H]1c1cccc(-c2ccc(C#N)cc2)c1 | x | x | -14.3% | x | -0.1% | i | -10.4% | -20.4% | -2.3
CC(C)N1CC2=C(C1=O)C(c1ccc(O)cc1)NC(=O)N2C (stereo not given) | -22.0% | 2.8% | -5.3% | 12.2% | -0.3%[9.22 µM] | i | 12.0% | -3.5% | 36.5
COc1ccc(C(=O)NCC(c2ccc(N(C)C)cc2)N2CCc3ccccc32)c(OC)c1 (stereo not given) | x | 2.5% | x | x | -0.7% | x | 42.7%[activator] | 16.8% | x
Cc1ccc(S(=O)(=O)c2c(C)cc(C)nc2N2CCCC2)cc1 | 0.7% | 0.0% | -5.8%[11.3 µM] | -16.6% | 4.0% | i | -7.0% | -9.4% | -14.8
CC1(C)CC(=O)/C(=C(/O)Cc2ccccc2)C(=NCCc2ccccc2)C1 | -4.0% | -2.0% | 1.7% | -5.1% | 0.1% | i | -4.4% | -61.6% | 10.5
Cc1cccc(Nc2ncnc3c2cnn3C)c1 | 6.9% | 0.0% | x | -4.8% | 1.9% | i | -11.9% | -25.4% | -3.0
Cc1ccc(OCC(=O)NCCC2=CCCCC2)cc1 | 1.5% | 1.2% | -18.1% | 17.1% | -1.0% | i | 12.2% | 7.5% | 0.0
COc1cccc(N(CC(=O)NC(C)(C)C)C(=O)C2CSC(=O)C2)c1 (stereo not given) | 1.0% | -2.4%[1.84 µM] | 2.9% | 2.7% | -1.3% | i | 20.3% | -2.8% | -2.7
CCCCn1c(N)c(N(CC)C(=O)c2ccco2)c(=O)[nH]c1=O | -9.7% | -5.5% | x | -6.1% | -0.4% | u | 18.2% | 11.7% | 2.2
CCOC(=O)c1c(C)[nH]c(C)c1S(=O)(=O)N(C)CC(=O)Nc1ccc(C)cc1Br | x | -13.4% | -16.1% | 19.1% | 0.5% | i | -29.3% | -31.3% | x
CCNC(=O)C1(C)CCCN(C(=O)CCc2cccs2)C1 (stereo not given) | x | x | 10.9% | x | -0.5% | i | 15.8% | -6.6% | 4.3
Cc1cc(C(F)(F)F)cc(NNC(=O)NC(=O)c2c(F)cccc2Cl)n1 | 3.1% | 1.2% | -22.4% | -10.7% | 5.9% | i | -16.1% | 5.9% | -15.3
CCCC(c1nnnn1Cc1ccc2c(c1)OCO2)N1CCC(C(N)=O)CC1 (stereo not given) | -11.4% | 2.2% | -4.1% | 4.1% | 0.1% | i | -2.4% | 20µM* | 1.2

Random excerpt: three compounds from above.
SMILES | MCF10A rereplic | A549 viability | ATXN2 expr inh | Nrf2 block | Nrf2 ARE act | ATXN viability | TGFb inhibitor | HepG2 tox | IL1B secr inh
Cc1cc(-c2nnc(CCC(=O)N(CC3CC3)CC3CCCO3)o2)no1 (stereo not given) | 1.2% | 0.5% | 18.1% | 2.9% | -0.8% | i | -3.0% | 8.8% | -15.2
CCCCn1c(N)c(N(CC)C(=O)c2ccco2)c(=O)[nH]c1=O | -9.7% | -5.5% | x | -6.1% | -0.4% | u | 18.2% | 11.7% | 2.2
CCOC(=O)c1c(C)[nH]c(C)c1S(=O)(=O)N(C)CC(=O)Nc1ccc(C)cc1Br | x | -13.4% | -16.1% | 19.1% | 0.5% | i | -29.3% | -31.3% | x

(list continues)
SMILES | MCF10A rereplic | A549 viability | ATXN2 expr inh | Nrf2 block | Nrf2 ARE act | ATXN viability | TGFb inhibitor | HepG2 tox | IL1B secr inh
COc1ccccc1C(=O)NC(=S)Nc1ccc(N2CCCC2)cc1 | 18.4% | 19.8% | 0.0% | 12.5% | 4.8% | i | 9.4% | 5.5% | -0.9
CCN(CCNC(=O)c1cccc(N2CCCC2=O)c1)c1ccccc1 | 8.9% | -8.0% | 12.1% | 10.7% | -0.2% | i | -13.8% | -2.3% | 7.8
CC1(C)CC2(C)OC2C2(C1)N=NC(=Nc1ccccc1)O2 (stereo not given) | x | x | -18.1% | x | 20.1% | 22.4µM* | 2.82µM* | -69.1% | -99.2*
COc1ccc(C)cc1NC(=O)CN1CCN(c2ccc(F)cc2)CC1 | u | -6.5% | -10.0% | -4.8% | 4.0% | i | -13.5% | -50.3% | -12.1
CC1=C(C(=O)OCc2ccccc2)C(c2ccco2)C2=C(CC(C)(C)CC2=O)N1 (stereo not given) | 27.7% | -18.7% | 1.4% | x | 2.2% | u | 27.7% | 18.5% | -12.5
COc1c(Br)cc(Br)cc1/C=N/NC(=O)c1cccnc1 | u | 0.4% | u | -1.3% | 2.7% | u | u | -21.8% | 43.9
COC(=O)Cc1[nH]nc2c1C(c1cccc(OC)c1OC)C(C#N)=C(N)O2 (stereo not given) | -7.7% | -5.3% | 1.6% | 3.2% | -0.4% | i | -1.3% | -0.5% | -6.3
COC(=O)CSc1nc(NC(C)(C)C)nc(N(C)C)n1 | 2.7% | 0.4% | 27.7% | 7.6% | 5.0% | u | -11.7% | 11.9% | 22.1
COc1ccc(OCC(=O)N2CCC(Cc3ccccc3)CC2)cc1 | 9.1% | 5.4% | -6.1% | -2.3% | -0.3% | i | -8.6% | -2.3% | u
CCCCn1c2c(c(=O)n(C)c1=O)C(CC(=O)OCC(=O)Nc1cccc(C(F)(F)F)c1)C(=O)N2 (stereo not given) | 0.4% | 7.6% | -12.4% | x | -0.8% | i | 3.2% | 4.1% | 22.1
Cc1ccccc1NC(=O)C1c2cccc[n+]2CC(=O)N1c1c(C)cccc1C (stereo not given) | 27.6% | -11.1% | -7.2% | 2.9% | 2.8% | i | -3.4% | -4.0% | -7.1
O=C(NC1CCN(Cc2ccccc2)CC1)C12CC3CC(CC(C3)C1)C2 | 6.8% | 11.5% | -4.0% | -8.8% | 0.2% | i | -14.9% | -9.9% | 18.9
CCN(CC)CCC(c1cc(OC)c(OC)c(OC)c1)c1c(OC)cc(OC)c2c1OC(=O)CC2c1ccc(N(C)C)cc1 (stereo not given) | x | 2.0% | x | 17.6% | x | x | 5.4% | -2.6% | x
Cc1ccnc(NC(=O)c2cccc(S(=O)(=O)N3CCCC3)c2)c1 | -0.6% | 0.7% | 26.0% | 1.9% | 0.0% | i | -2.9% | 0.1% | 32.7
CCCN(C(=O)Cn1ncc2c([nH]c3ccccc32)c1=O)c1ccc(F)cc1 | x | 3.2% | -7.9% | -23.4% | -0.6% | i | -13.9% | -37.9% | x
COc1ccc(C(=O)c2ccc(OC)c(Br)c2)cc1Br | -7.4% | -1.0% | 1.9% | u | -0.1% | i | 0.2% | 4.1% | -8.0
COc1ccccc1C(=O)Nc1nnc(-c2ccco2)s1 | 2.6% | 0.3% | 48.1%[activator] | u | u | i | -1.8% | 3.7% | -23.4
O=C(Nc1nnc([C@H]2C[C@H](O)[C@@H](CO)O2)s1)Nc1ccc(F)cc1F | x | x | 11.8% | x | -0.4% | i | 7.0% | 2.5% | -2.1
CC(C)C1CC(CCNCc2ccc(N(C)C)cc2)(c2ccccc2)CCO1 (stereo not given) | u | -5.6% | u | 6.4% | 4.2% | u | u | -49.5% | -100.4*
CCC(=O)N(CC(=O)Nc1sc(C)c(C)c1C(N)=O)C1CCCCC1 | -7.5% | -7.9% | 0.0% | 6.3% | -0.1% | i | -17.1% | -17.3% | 14.6
COC(=O)C1CN(C(=O)COc2ccc(C)cc2)c2ccccc2O1 (stereo not given) | -3.2% | -9.5% | 6.9% | 3.5% | -0.4% | i | 7.4% | 13.4% | 45.7
Cc1cc2c(=O)[nH]c(N)nc2[nH]1 | x | x | x | x | -0.7% | i | -3.3% | -20.4% | -13.3
